# Screens as filed in PubChem.
# ALOX12 inh – blocks human arachidonate 12S-lipoxygenase; purified 12hLO, xylenol orange hydroperoxide absorbance; 580,000 tested, 1.1% active; P18054; Potency, µM (series often up to 108 µM), without a hit: at the highest dose activity change, negative = inhibition, actives largely listed as inhibitors; active means well fitted inhibition curve with a large enough effect; inconclusive means small, poorly fitted or top-dose-only effect, or another doubt; inactive means no such curve, though single readings can be large or run the other way
# Target sequence (P18054 whole entry, looked up): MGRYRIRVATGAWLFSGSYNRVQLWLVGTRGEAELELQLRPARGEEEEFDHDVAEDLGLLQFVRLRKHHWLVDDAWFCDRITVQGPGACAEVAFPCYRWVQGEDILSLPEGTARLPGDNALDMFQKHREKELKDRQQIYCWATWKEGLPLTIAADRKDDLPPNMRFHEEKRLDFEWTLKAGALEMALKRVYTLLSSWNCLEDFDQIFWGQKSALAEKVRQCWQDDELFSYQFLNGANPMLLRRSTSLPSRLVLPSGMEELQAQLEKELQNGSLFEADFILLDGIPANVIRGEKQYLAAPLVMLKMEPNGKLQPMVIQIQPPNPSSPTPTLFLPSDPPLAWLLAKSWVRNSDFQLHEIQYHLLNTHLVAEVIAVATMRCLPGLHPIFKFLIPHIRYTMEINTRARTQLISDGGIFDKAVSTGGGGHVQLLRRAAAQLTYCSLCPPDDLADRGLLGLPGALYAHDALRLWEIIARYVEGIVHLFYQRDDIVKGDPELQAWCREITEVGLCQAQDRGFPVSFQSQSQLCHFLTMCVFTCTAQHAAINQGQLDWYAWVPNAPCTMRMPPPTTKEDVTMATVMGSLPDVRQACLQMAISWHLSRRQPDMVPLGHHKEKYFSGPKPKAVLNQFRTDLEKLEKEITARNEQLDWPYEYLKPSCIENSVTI
#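 Purified human 12hLO at 150 nM in 25 mM Hepes, 0.01% Triton X-100, pH 7.0, preincubated 15 min at room temperature with compound. Reaction started with 40 uM arachidonic acid, 30 min at room temperature. Hydroperoxide measured by Fe-xylenol orange, 573/405 nm absorbance ratio.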
# * = called active by the depositor; ? = inconclusive; [ ] = remark or other dose. On the % scale 0 is the no-effect control and ±100 the full control effect; potency means the concentration at half of the fitted maximal effect. Only part of the results is shown, so the mix of outcomes need not match the whole.
SMILES,ALOX12 inh
CC1CCCCN1C(=O)CN1CCC(c2cc3ccccc3[nH]2)CC1 (configuration not stated),0%
CC(NC(=O)C(c1ccccc1)c1ccccc1)C1CC2CCC1C2 (configuration not stated),1%
O=C(Nc1c(NCc2ccccc2)c2ccccc2oc1=O)c1ccco1,-37%
N#CCCCOC(=O)c1cc(-c2cccs2)nc2ccccc12,-1%
Cn1nc(-c2nncn2CC2CC2)c2c1CCN(C(=O)CC1CCCC1)C2,9%
CN1CC(=O)N(C2CCNC2)Cc2c1ncnc2N1CCC(N2CCOCC2)CC1 (configuration not stated),?
CC(Cc1ccco1)NC(=O)CCc1nc(C(C)(C)C)no1 (configuration not stated),?
COc1cccc(CNC(=O)c2c(OC)cc(=O)n3c2CCN(C(=O)c2ccc(C)cc2C)CC3)c1,-3%
CS(=O)(=O)N1C[C@@H](COc2ccccc2)[C@H](C(N)=O)C1,-9%
CCCN(CC1CCOC1)S(=O)(=O)c1ccc(C)c(C)c1 (configuration not stated),46%[activator]
COc1ccc(N2CCCCS2(=O)=O)cc1S(=O)(=O)N(C)CCc1ccncc1,-7%
N#Cc1ccc(Oc2cccc(N)c2)cc1,-2%
COCc1nnc(NC(=O)c2ccc3ccn(Cc4ccccc4)c3c2)s1,-15%
CC(C)n1cc(-c2nc3cc(S(=O)(=O)N4CCCC4)ccc3n2C)cn1,?
CC(C)(C)C(N)CN1CCCC1 (configuration not stated),7%
CC(C)(C)NC(=O)C1CCN(S(=O)(=O)Cc2ccccc2)CC1,?
COc1ccc(-c2cc(N3CCCN(C(=O)c4ccc5nc[nH]c5c4)CC3)n[nH]2)cc1,46%[activator]
Cc1ccsc1-c1nc(CN(C)Cc2noc(C(C)C)n2)c(C)o1,3%
O=C1CSc2ccc(S(=O)(=O)N3CCCC3)cc2N1,?
C=CCn1cc(-c2c(-c3ccccc3)ncn2CCCC2CCOC2)cn1 (configuration not stated),42%[activator]
CC(=O)c1c(C(C)=O)c(C)n(-c2ccc(I)cc2)c1C,22%
Fc1ccc(Cc2nc3nccc(-c4ccc5c(c4)OCCCO5)n3n2)cc1,17%
CCN(Cc1ccc(OC)c(F)c1)C(=O)c1n[nH]c(=O)c2ccccc12,29%
CN(C)C[C@@H]1CN(C)C[C@H]1NC(=O)c1ccccc1OC(F)(F)F,131%[activator]
CCOc1ccc(C(=O)CCC(=O)OCC(=O)c2ccc(OC)c(Br)c2)cc1,?
CC(C)C(=O)Nc1ccc(-c2nc3cc(Cl)ccc3o2)cc1,-12%
O=C(CSc1ncnc2nc[nH]c12)Nc1cc(Cl)cc(Cl)c1,-38%
NC(=O)c1cc[nH]c1C1CCCN(C(=O)NC2CCCCC2)C1 (configuration not stated),18%
COc1ccccc1CN1CCc2nc(N3CCN(C)CC3)[nH]c(=O)c2CC1,-10%
O=C(OCc1noc(-c2ccco2)n1)c1cc(Br)c[nH]1,25µM*

# Some of these compounds in order of heavy-atom count, ascending.
SMILES,ALOX12 inh
CC(C)(C)NC(=O)C1CCN(S(=O)(=O)Cc2ccccc2)CC1,?
CCN(Cc1ccc(OC)c(F)c1)C(=O)c1n[nH]c(=O)c2ccccc12,29%
C=CCn1cc(-c2c(-c3ccccc3)ncn2CCCC2CCOC2)cn1 (configuration not stated),42%[activator]

# Carrying on:
SMILES,ALOX12 inh
CCOc1ccc(C(=O)N2[C@@H]3CC[C@H]2CC(NC(=O)c2ccncc2)C3)cc1OCC (some centres not stated),21%
O=C(NCCc1c[nH]c2ccccc12)c1ccc(Cl)cc1F,-9%
Cc1ccc(-c2nc(C(=O)NCc3cccc(Br)c3)no2)cc1,2%
COc1cccc(C(=O)Nc2c(NC3CCCC3)c3ccccc3oc2=O)c1,-1%
Cc1noc(C)c1C(=O)N1CCC2(CC1)CN(c1ccccc1)C2,-15%[57.4 µM]
COc1cc(-c2nnc3n2C(C)(C)Cc2cc(C)c(C)cc2-3)cc(OC)c1OC,-33%
COc1ccc(NC(=O)N[C@H]2C[C@@H](C(=O)N[C@H](Cc3c[nH]c4ccccc34)C(N)=O)N(C(=O)C3CC3)C2)cc1,7%
CCCCCCCCNC(=O)c1ccncc1,18%
Cc1ncc2c(c1CNC(=O)Cn1cnc3ccccc3c1=O)CCNC2,4%
CCNc1ncc2nc(-c3ccc(Cl)cc3)c(=O)n(-c3ccccc3)c2n1,76%[activator]
CCNC(=O)N1CCC(c2noc(-c3cnccn3)n2)C1 (configuration not stated),-14%
COc1cc(CNC(=O)C2Cn3cccc3C(=O)N2)cc(OC)c1 (configuration not stated),13%
CCn1cc(-c2ccncc2)cc1C(=O)N1CCOCC1,2%
Cc1ccc(NS(=O)(=O)C2CCS(=O)(=O)C2)cc1 (configuration not stated),84%[activator]
COCCn1c(C)cc(C(=O)N[C@@H]2CN(C)C[C@H]2CN(C)C)c1C,78%[activator]
COc1ccc(CNc2oc(/C=C/c3ccc(F)cc3)nc2C#N)cc1,-16%
Cc1ccc2c(c1)nc1n2[C@@H](CNS(C)(=O)=O)COC1,77%[activator][176 µM]
CC(C)c1cc(Cn2c3ccccc3c(=O)n2C(C)Cn2cc(C3CC3)nn2)on1 (configuration not stated),12%
CCOCC(=O)N[C@@H]1CN(c2ccncn2)C[C@H]1CN(C)C,53%[activator]
Cc1cc2oc(C(=O)Nc3ccccc3C(F)(F)F)cc(=O)c2cc1C,?
Cc1cc(C)cc(NC(=O)C2=Cc3sc4c(c3CS2)CCCC4)c1,?
O=C(NC1CCCCCC1)C1CCN(c2cc(C(F)(F)F)ncn2)CC1,7%
CN(C)c1ccc(-c2noc(-c3nc(-c4ccccc4F)no3)n2)cc1,26%
O=C(c1ccco1)N1CCC2(CC1)CC(N1CCN(c3ccccn3)CC1)CCO2 (configuration not stated),35%[activator]
CCOC(=O)/C=c1/s/c(=C/c2ccc(Cl)cc2)c(=O)n1Cc1ccc(C(=O)OC)cc1,-1%
CCCC(C)NC(=O)c1ccc2c(c1)NC(=O)CS2 (configuration not stated),?
Cc1nn(C)cc1-c1ccn[nH]1,9%
CC[C@H]1Nc2ccc(OC)cc2[C@@H](NS(C)(=O)=O)[C@@H]1C,?
Cc1ccc(OC(=O)/C=C/c2cccs2)cc1,4%
Cc1ccsc1C(=O)N1CCC(n2cc(-c3nc(C(C)C)no3)nn2)CC1,14%

# A few values from above.
# `N#Cc1ccc(Oc2cccc(N)c2)cc1` in ALOX12 inh: -2%
# `CC1CCCCN1C(=O)CN1CCC(c2cc3ccccc3[nH]2)CC1` (configuration not stated) in ALOX12 inh: 0%
# `CCCN(CC1CCOC1)S(=O)(=O)c1ccc(C)c(C)c1` (configuration not stated) in ALOX12 inh: 46%[activator]
# `O=C(CSc1ncnc2nc[nH]c12)Nc1cc(Cl)cc(Cl)c1` in ALOX12 inh: -38%
# `CCn1cc(-c2ccncc2)cc1C(=O)N1CCOCC1` in ALOX12 inh: 2%

# Following part:
SMILES,ALOX12 inh
COc1cc(-c2nc3c(c(=O)[nH]c(=O)n3Cc3ccccc3)n2CC(C)C)ccc1O,-5%
CSc1ccc(C2CC(=O)Nc3nc(N)sc32)cc1 (configuration not stated),25µM*
COCCNC(=O)[C@@H]1C[C@H](Oc2cccnc2)CN1C(=O)c1cc2ccc(OC)cc2[nH]1,21%
O=C(CC1C(=O)N(C2CCCC2)c2nc3ccccc3n21)Nc1ccc2c(c1)OCO2 (configuration not stated),-17%
C[C@@H]1OC(C2CCCCC2)N(C)[C@H]2C[C@H]3c4[nH]c5cccc(-c6ccccc6)c5c4CCN3C(=O)[C@@H]12 (some centres not stated),10%
Cc1noc(C)c1CC(=O)N1CC(=O)N(C2CCCCC2)CC(OCc2ccccc2)C1 (configuration not stated),0%
COc1cccc(C(=O)N2CCC(Cc3nc(C(C)C)no3)CC2)c1,12%
CCOC(=O)[C@]12CCCC=C1N(Cc1ccc3c(c1)OCO3)C(=O)[C@H](CC(=O)N1CCN(C(=O)c3ccco3)CC1)C2,?
CC(C)C(=O)N1N=C(c2ccco2)CC1c1ccc2nccnc2c1 (configuration not stated),?
CCC(O)c1cc2n(n1)CCN(C(=O)c1ccc(-c3ccccc3)n1C)C2 (configuration not stated),1%
CN(Cc1cccnc1)c1ccc2ncc(Nc3ccc(C(F)(F)F)cc3)n2n1,?
C[S+](=O)([O-])N1CCC(Cn2ccc3c(N4CCOCC4)nc(-c4cccc5[nH]ccc45)cc32)CC1,-16%
Cn1cccc1C(=O)N1CC(c2nc(CCOCC3CCCC3)no2)C1,38%
CCc1ccc(C(=O)NCc2ccc(N3CCN(C)CC3)nc2)s1,5%
CCS(=O)(=O)N1CCC(Cc2nc(-c3cccnc3)n[nH]2)C1 (configuration not stated),43%[activator]
CC(=O)NC(NC(=S)Nc1ccc(C)cc1)C(Cl)(Cl)Cl (configuration not stated),?
COC(=O)CNC(=O)N1CCCN(S(C)(=O)=O)C(c2ccccc2)CC(=O)NCC1 (configuration not stated),7%
CCS(=O)(=O)N1CC(CC#N)(n2cc(-c3ncnc4[nH]ccc34)cn2)C1,-20%[57.4 µM]
O=C(NC[C@H]1O[C@@H](CO)[C@@H](O)[C@H]1N1CCN(c2ccc(F)cc2)CC1)c1cccc(F)c1,-6%
CN(C)c1ccc2ncccc2c1,5µM*
Cc1oc(-c2cccc(Cl)c2)nc1CN1CCCC(C(N)=O)C1 (configuration not stated),2%
CS(=O)(=O)N1CC2(CCCN2C2COC2)Cc2ccccc21 (configuration not stated),0%[6.33 µM]
CCNC(=O)N1CCCCCNC(=O)[C@@H]2CCC[C@@H]21,5%
CNC(=O)[C@@H]1C[C@H](Oc2cccnc2)CN1S(=O)(=O)c1ccc(C#N)cc1,18%
COc1ccc(OC)c(S(=O)(=O)N2CCCCCCN(C)C(=O)CC2)c1,50%[activator]
O=C(CCCCCCC(=O)Nc1cccnc1)NO,?
c1ccc(CNc2nc(-c3ccoc3)nc3ccccc23)cc1,16µM*
COc1cncc([C@@H](NC(=O)c2cccc(-n3cccn3)c2)C2CC(O)C2)c1 (some centres not stated),1%
Cc1ccc(-n2ncc3c(Nc4cccc5c4CCCC5)ncnc32)cc1,-2%
N#Cc1ccc(CN2CCCC3(CCN(C(=O)c4csnn4)CC3)C2)cc1,10%[57.4 µM]
COc1ccc(C(=O)N2CCC3(CC2)N=C(c2ccccc2)NO3)cc1F,22%
Cc1ccccc1OCc1ccc(-c2nc(C#N)c(N(C)C)o2)o1,-65%
COc1cc2c(cc1OC)-c1c(c(C(=O)N3CCC(C(N)=O)CC3)nn1-c1cccc(Cl)c1)C2,7%
O=C(NC1CCCCCC1)c1nnn2cc(-c3ccccc3)[nH]c(=O)c12,0%
O=C1Nc2ccccc2CC12CCCN2Cc1ccc(F)cc1 (configuration not stated),?
O=C(Cn1nnc2sc3c(c2c1=O)CCCC3)OC1CCCC1,?
Cc1cc(C(=O)O)n[nH]1,8%
COC(=O)C[C@H]1CC[C@@H](NC(=O)C2CC2)[C@@H](CO)O1,2%
Cc1[nH]c(SCC(=O)NCCc2ccc3c(c2)OCCO3)nc1Cc1ccccc1,-16%
Cc1ccc2nc([C@H]3CCN(C(=O)c4ccccc4)C3)[nH]c2c1,14%[176 µM]
O=C(NCCC1CCN(C(=O)Nc2cc(F)ccc2F)CC1)c1ccc2nc[nH]c2c1,65%[activator]
O=C([C@H]1C[C@@H](F)CN1C(=O)c1ccc(C(F)(F)F)cc1)N1CCOCC1,30%[activator]
CC1(C(=O)N2C[C@@H](Oc3cccnc3)C[C@H]2C(=O)NC2CC2)CCCCC1,15%
O=C(Nc1ccc(F)cc1)c1ccn2nccc2c1,7%[176 µM]
CN(Cc1ccc(F)cc1)C(=O)c1ccc(Cl)nc1,13%[176 µM]
CN1C(=O)CCc2cc(NC(=O)Cc3ccc(Cl)cc3)ccc21,-10%
O=C(CCc1c[nH]c2ccccc12)N1CCC2(CCCCO2)CC1,1%
COCCn1c(=O)c(-c2cn(C)c3ccccc23)nc2cnc(N3CCOCC3)nc21,?
COc1cc(OC)c(NC(=O)Nc2cc(C)on2)cc1Cl,?
Cc1ccc(-c2cc(C(=O)Nc3nncs3)c3ccccc3n2)cc1,-15%
COCCc1nncn1C1CCN(C(=O)Cc2c(F)cccc2Cl)CC1,5%
CCCCS(=O)(=O)CCSS(=O)(=O)O,?
O=C(c1ccccn1)N1CCOc2c(O)cc(-c3cccc(Cl)c3)cc2C1,2%
CCOc1ccc(C(=O)NC2CCN(c3ccc(C)c(C)c3)C2=O)cc1 (configuration not stated),9%
CCC1(C2CCN(Cc3ccc(C)s3)CC2)NC(=O)N(CC2COc3ccccc3O2)C1=O (configuration not stated),?
O=C1NCc2ccccc2CC12CCCN2Cc1ccc(O)cc1 (configuration not stated),2%[6.33 µM]
CCOc1cc(/C=C2/NC(=O)NC2=O)cc(Br)c1OCc1ccccc1,?
NC(=O)[C@@H]1CN(C(=O)CCc2ccccc2)C[C@H]1COc1ccccc1,12%
COc1ccc2cnn(CC(=O)Nc3ccc(Cl)cc3Cl)c(=O)c2c1OC,-8%

# Reformatted: results already given.
SMILES	ALOX12 inh
CCCCS(=O)(=O)CCSS(=O)(=O)O	?
O=C(c1ccccn1)N1CCOc2c(O)cc(-c3cccc(Cl)c3)cc2C1	2%
CCOc1ccc(C(=O)NC2CCN(c3ccc(C)c(C)c3)C2=O)cc1 (configuration not stated)	9%
CCC1(C2CCN(Cc3ccc(C)s3)CC2)NC(=O)N(CC2COc3ccccc3O2)C1=O (configuration not stated)	?
O=C1NCc2ccccc2CC12CCCN2Cc1ccc(O)cc1 (configuration not stated)	2%[6.33 µM]
CCOc1cc(/C=C2/NC(=O)NC2=O)cc(Br)c1OCc1ccccc1	?
